CRE Fsk mod – CRE-bla signaling modulation under forskolin stimulation; 2.5% of 71,000 active; AID 662; CHO CRE-bla reporter (cAMP response element driving beta-lactamase), forskolin EC10, beta-lactamase ratio; Potency, µM (series often up to 38.2 µM), without a hit: at the highest dose activity change, negative = inhibition, hits mostly activators; active means well fitted activation curve with a large enough effect in the signal ratio, with a control signal flat, not every such curve was filed as active; inconclusive means small, poorly fitted or top-dose-only effect, or effect the other way, or a change in a side signal; the % refers to the signal ratio; further: potency means the concentration at half of the fitted maximal effect; % of control where 0% means no effect
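Forskolin analogue NKH 477 at EC10 stimulated CRE-driven beta-lactamase in CHO cells alongside compound dilution series. Beta-lactamase was measured with CCF4, excitation 405 nm, emission ratio 460/530 nm.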
ALOX15 inhib – 15-hLO (ALOX15) enzyme inhibition | P16050 | purified 15hLO-1, xylenol orange hydroperoxide absorbance | Potency, µM (doses to about 57.1 µM), for the others: at the top dose activity change, negative = inhibition, most hits filed as inhibitors | 1.4% of 74,000 active; further: potency means the concentration at half of the fitted maximal effect; on the % scale 0 is the no-effect control and ±100 the full control effect; nearly all actives have a fitted effect of over 55% in size
Target sequence (P16050 whole entry, looked up): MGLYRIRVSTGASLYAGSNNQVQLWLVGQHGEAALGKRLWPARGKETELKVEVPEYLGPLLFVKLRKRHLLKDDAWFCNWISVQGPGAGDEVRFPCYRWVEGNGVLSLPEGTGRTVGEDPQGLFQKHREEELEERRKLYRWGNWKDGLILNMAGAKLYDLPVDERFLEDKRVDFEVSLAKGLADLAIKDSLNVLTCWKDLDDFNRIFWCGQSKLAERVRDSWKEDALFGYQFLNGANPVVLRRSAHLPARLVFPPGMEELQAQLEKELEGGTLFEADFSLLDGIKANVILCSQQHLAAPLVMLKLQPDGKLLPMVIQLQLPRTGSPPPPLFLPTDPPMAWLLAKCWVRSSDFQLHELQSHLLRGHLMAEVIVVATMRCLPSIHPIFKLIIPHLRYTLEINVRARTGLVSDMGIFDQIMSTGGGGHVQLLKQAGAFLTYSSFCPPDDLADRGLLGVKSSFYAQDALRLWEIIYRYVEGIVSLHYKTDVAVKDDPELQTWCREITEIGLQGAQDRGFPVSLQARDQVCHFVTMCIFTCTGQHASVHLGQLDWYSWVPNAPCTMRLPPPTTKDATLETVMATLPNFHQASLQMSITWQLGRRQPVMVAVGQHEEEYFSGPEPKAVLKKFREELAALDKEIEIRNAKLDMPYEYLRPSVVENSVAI
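Inhibition is scored from a chromogenic endpoint. After 15 min enzyme-compound contact, arachidonic acid (50 uM final) reacts 6 min with 40 nM 15hLO-1 at room temperature, then Fe-XO reagent is added for 30 min and absorbance ratio recorded.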
Pol III holo inh – inhibitors of bacterial DNA polymerase III holoenzyme; 0.25% of 71,000 active; reconstituted DNA polymerase III holoenzyme replication, biochemical; Potency, µM (doses to about 57.1 µM), for the others: at the top dose activity change, negative = inhibition; AID 603; further: potency means the concentration at half of the fitted maximal effect; on the % scale 0 is the no-effect control and ±100 the full control effect
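Reconstituted *E. coli* holoenzyme (0.35 nM Pol III, 1 nM beta, 154 nM SSB, 2 nM primase) was preincubated with compound for 15 min at RT. Synthesis on 1.4 nM ssM13Gori ran 35 min, then was stopped with PicoGreen/EDTA and read as dsDNA fluorescence.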
BRCT inh green – inhibitors of human BRCA1 BRCT-phosphoprotein interaction (green fluorophore) | P38398 | BRCA1 BRCT-phosphopeptide binding, green fluorescence polarization | Potency, µM (doses to about 76.9 µM), for inactives: at the highest dose activity change, negative = inhibition, usual class: inhibitors | 0.05% of 75,000 active | AID 875;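 further: potency means the concentration at half of the fitted maximal effect; plate controls were peptide without protein for full effect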
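Compounds were incubated for 12 min at room temperature with a complex of 100 nM fluorescein-tagged pBACH1 decapeptide and 250 nM His-tagged BRCT protein. Buffer was phosphate pH 7.3 with EDTA, DTT and Tween 20. Disruption of binding lowers the polarization signal.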
Ub-GFP proteasome – ubiquitin-GFP accumulation via proteasome inhibition. Ubiquitin-GFP reporter cells, proteasome inhibition, GFP fluorescence; response scale: untreated = 0%, 10 µM MG-132 = 100%. AID 526. Potency, µM (series often up to 45.9 µM), for the others: at the top dose activation (GFP accumulation), actives largely listed as activators. 67,000 tested, under 10 active; active means well fitted activation curve with a large enough effect, not every such curve was filed as active; inconclusive means small, poorly fitted or top-dose-only effect, or another doubt; inactive means no such curve, though single readings can be large or run the other way; further: potency means the concentration at half of the fitted maximal effect
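Reporter cells (U2OS, ubiquitin-G76V-GFP fusion) are plated overnight, then treated 4 hr at 37 °C with compound titrations from 46 uM down to 2.9 nM. Activity is scaled against untreated cells and 10 uM MG-132.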
USP2a inhib – blocks human ubiquitin-specific protease USP2a | O75604 | USP2a enzymatic assay, qHTS inhibition | Potency, µM (titrated, usually from 38.3 µM), without a hit: at the highest dose activity change, negative = inhibition, most hits filed as inhibitors | 0.1% of 60,000 active;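 further: potency means the concentration at half of the fitted maximal effect; nearly all actives have a fitted effect of over 60% in size; plate controls were DMSO for no effect and NEM full inhibition control for full effect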
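20 nM USP2 core + cpd, 30 min RT; add 20 nM Ub-PLA2/20 uM NBD C6-HPC; read Ex460/Em535 at 0 h and 2.5 h. Normalized to NEM; qHTS curve fit/classification.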
HBB splice mod – alters splicing of the hemoglobin beta chain. HBB splicing reporter cell assay, activation; EGFP reporter with mutant IVS2-654 intron; response scale: normalised to 500 nM splice-correcting PNA. Potency, µM (top dose mostly 46.1 µM), for the others: top-dose activation, actives largely listed as activators. 0.06% of 65,000 active. AID 925; further: potency means the concentration at half of the fitted maximal effect; 0% is about no effect
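HeLa cells stably expressing EGFP interrupted by mutant beta-globin intron 2 (IVS2-654), 500/well in 2% FCS. Treated with compound for 2 days at 37C. Splicing correction scored as total well GFP intensity (488 nm excitation, 500-520 nm emission); 500 nM antisense PNA served as control.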
Hsp90 Hop PPI – changes Hsp90-Hop TPR2A binding signal, up or down; AlphaScreen TPR2A-His6 binding biotin-Hsp90 C-terminal peptide; Potency, µM (doses to about 57 µM), for inactives: at the highest dose activity change, negative = inhibition; 0.44% of 71,000 active; AID 595; active means well fitted curve in either direction with a large enough effect; inconclusive means small, poorly fitted or top-dose-only effect, or another doubt; further: potency means the concentration at half of the fitted maximal effect; on the % scale 0 is the no-effect control and ±100 the full control effect; many of its hits are not listed in these tables
BRCT inh red – inhibitors of human BRCA1 BRCT-phosphoprotein interaction (red fluorophore). P38398. BRCT-phosphopeptide binding, red fluorescence polarization. Potency, µM (top dose mostly 76.9 µM), for the others: at the highest dose activity change, negative = inhibition, hits mostly inhibitors. 0.03% of 75,000 active; further: on the % scale 0 is the no-effect control and ±100 the full control effect
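Fluorescence polarization: 100 nM His-tagged BRCA1 BRCT with 100 nM TAMRA-labelled phospho-BACH1 decapeptide, phosphate buffer pH 7.3 with 150 mM NaCl, DTT, 0.01% Tween 20; 12 min RT. Binding inhibition seen as FP decrease.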
Epigenetic mod – derepresses silenced GFP locus in mouse C127i cells; mouse C127i GFP locus derepression, cytometry, 30 h; Potency, µM (series often up to 46.1 µM), for the others: at the top dose GFP derepression (activation); 0.09% of 68,000 active; AID 597; further: % of control where 0% means no effect
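Locus derepression in mouse mammary C127i cells whose integrated CMV-GFP reporter is normally silent; GFP expression after 30 h compound treatment was quantified by counting fluorescent cells.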
HADH2 inhib – HADH2 (human) dehydrogenase inhibition; Potency, µM (titrated, usually from 57.1 µM), for the others: at the top dose activity change, negative = inhibition, actives largely listed as inhibitors; 3.4% of 73,000 active; recombinant HADH2, NADH fluorescence, beta-hydroxybutyryl-CoA; Q99714; further: potency means the concentration at half of the fitted maximal effect; on the % scale 0 is the no-effect control and ±100 the full control effect; nearly all actives have a fitted effect of over 60% in size; many of its hits are not listed in these tables
Target sequence (Q99714 whole entry, looked up, one chain of several): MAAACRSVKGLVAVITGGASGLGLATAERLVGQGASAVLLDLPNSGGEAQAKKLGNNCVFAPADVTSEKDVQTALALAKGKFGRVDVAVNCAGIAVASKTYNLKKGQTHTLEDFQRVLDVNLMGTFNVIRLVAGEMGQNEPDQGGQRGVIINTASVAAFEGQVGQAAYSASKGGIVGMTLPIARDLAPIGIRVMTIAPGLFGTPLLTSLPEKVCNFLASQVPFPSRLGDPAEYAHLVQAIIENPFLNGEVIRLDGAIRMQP
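E. coli-expressed His-tagged HADH2 tested at 20 nM in alkaline Tris buffer (pH 9.0); oxidation of 90 uM beta-hydroxybutyryl-CoA with 1 mM NAD+ tracked fluorimetrically for 4 min.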
Starred values were filed as active, the others as inactive; ? = inconclusive; · = no result given; [ ] = dose if it differs, or a comment. Unless noted, the call rests on the fitted dose curve; in most records, active means well fitted curve in the direction sought with a large enough effect; inconclusive means small, poorly fitted or top-dose-only effect, or another doubt; inactive means no such curve, though single readings can be large; an effect the other way counts as inactive or inconclusive.

Start of the listing, in advance, 2 compounds:
SMILES	CRE Fsk mod	ALOX15 inhib	Pol III holo inh	BRCT inh green	Ub-GFP proteasome	USP2a inhib	HBB splice mod	Hsp90 Hop PPI	BRCT inh red	Epigenetic mod	HADH2 inhib
COc1ccc(-c2nnn(CC(=O)N(Cc3cccs3)C(C)C(=O)NC3CCCC3)n2)cc1OC (configuration not stated)	?	-3.4%	-7.1%	0.5%	-2.6%	34.4%[activator]	·	-1.9%	-1.4%	10.5%	20.4%
CN(C)c1nc(N2CCOCC2)nc(N(c2ccccc2)c2ccccc2)n1	1.9%	17.3%	3.4%	0.5%	-5.4%	-3.2%	2.2%	1.8%	-0.3%	-2.2%	14.2%

The list itself, previewed entries included:
SMILES	CRE Fsk mod	ALOX15 inhib	Pol III holo inh	BRCT inh green	Ub-GFP proteasome	USP2a inhib	HBB splice mod	Hsp90 Hop PPI	BRCT inh red	Epigenetic mod	HADH2 inhib
COc1ccc(-c2nnn(CC(=O)N(Cc3cccs3)C(C)C(=O)NC3CCCC3)n2)cc1OC (configuration not stated)	?	-3.4%	-7.1%	0.5%	-2.6%	34.4%[activator]	·	-1.9%	-1.4%	10.5%	20.4%
CN(C)c1nc(N2CCOCC2)nc(N(c2ccccc2)c2ccccc2)n1	1.9%	17.3%	3.4%	0.5%	-5.4%	-3.2%	2.2%	1.8%	-0.3%	-2.2%	14.2%
CC(=O)NC(CCS(C)(=O)=O)C(=O)Nc1cccc(C(C)=O)c1 (configuration not stated)	-14.7%	7.4%	-2.1%	1.3%	0.9%	6.5%	-1.3%	-3.0%	-0.6%	1.4%	-7.6%
COc1ccc(NS(=O)(=O)c2ccc(SC)cc2)cc1	-4.0%	-26.5%	-0.1%	-4.6%	-0.9%	-1.9%	-2.7%	1.4%	-1.6%	0.0%	-1.1%
Clc1ccc(CSCc2ccc(Cl)cc2Cl)c(Cl)c1	10.5%[7.6 µM]	-7.1%[11.4 µM]	-9.8%[11.4 µM]	0.5%[15.4 µM]	-1.9%[9.17 µM]	·	1.2%[9.22 µM]	16.9%[11 µM]	1.5%[15.4 µM]	3.4%[9.22 µM]	3.2%[11.4 µM]
O=C(CSc1nc2c(cnn2-c2ccccc2)c(=O)[nH]1)c1ccc(Cl)cc1	?	-12.5%	-1.3%	-3.1%	6.5%	24.9%	-2.1%	0.1%	-2.8%	-2.8%	20.6%
Cc1ccc(CN2C(=O)CCC2C(=O)NCCN2CCOCC2)cc1 (configuration not stated)	-11.9%	-5.4%	0.4%	-0.6%	-6.3%	1.6%	-0.4%	4.7%	-0.6%	-1.1%	5.1%
CCCc1nc(SCC(=O)N2CCc3ccccc32)c2c(=O)n(C)c(=O)n(C)c2n1	2.3%	6.4%	-4.6%	2.2%	-1.1%	·	-1.4%	-2.0%	1.2%	·	5.0%
O=C(NCc1ccco1)c1cnn2c(C(F)(F)F)cc(-c3ccccc3)nc12	?	-16.6%	-7.5%	-7.5%	0.6%	·	-0.7%	-7.2%	-0.7%	7.0%	-4.4%
CC(C)NC(=O)N1CCCC2(CCN(C(=O)c3cccc(F)c3)CC2)C1	5.4%	-19.2%	-1.0%	-2.1%	-4.0%	?	1.5%	2.4%	-3.0%	-2.3%[9.22 µM]	4.6%
CC1CCN(Cc2nc3c(c(=O)n(C)c(=O)n3C)n2CCCc2ccccc2)CC1	26.4%	4.9%	-1.9%	-1.3%	10.7%	4.0%	7.3%[1.84 µM]	-2.2%	-0.5%	6.1%	15.3%
O=C(O)c1cccc(NC(=O)C23CC4CC(C2)CC(n2cnc(Cl)n2)(C4)C3)c1	?	-0.6%	-2.9%	0.9%	7.2%	-5.9%	-4.0%	3.5%	0.0%	-1.0%	-18.4%
COc1cccc(-c2nnc(N(C)C(=O)C3CCOC3)s2)c1 (configuration not stated)	?	7.5%	-3.9%	0.9%	0.1%	-0.4%	-3.9%	-2.9%	-1.6%	-1.2%	-7.9%
Cc1occc1C(=O)NCc1ccccc1F	-11.8%	4.5%	-1.6%	0.8%	-10.1%	-6.2%	2.6%	-2.8%	-0.9%	2.6%	-5.9%
COc1ccc(C(=O)N2CCC3(CC2)CN(C(=O)NC(C)C)C3)cc1	-2.0%	3.4%	-9.0%	-1.3%	1.3%	12.1%	2.8%	-1.0%	-1.9%	2.3%[9.22 µM]	-3.8%
O=S(=O)(Nc1cccc2ccccc12)N1CCCC1	-5.7%	3.2%	-6.1%	0.9%	-6.8%	7.0%	-1.0%	0.0%	-0.9%	0.0%	31.6µM*
O=S(=O)(c1ccc(F)cc1)N1CCC(O)(c2ccc3c(c2)OCO3)CC1	-13.8%	0.3%	-6.8%	-1.7%	-1.1%	8.2%	·	-0.5%	-1.1%	1.7%	10.1%
Cc1nc(N2CCN(Cc3ccc4c(c3)OCO4)CC2)nc2c1C(=O)CC(c1ccco1)C2 (configuration not stated)	?	-2.7%	1.6%	-0.6%	9.8%	40.2%[activator]	2.6%[1.84 µM]	-7.5%	-0.5%	-2.0%	-8.4%
CC1CCN(S(=O)(=O)c2cc(Br)cc(C(=O)NC3=NCCS3)c2)CC1	4.6%	-1.4%	-3.1%	0.2%	1.6%	21.9%	-2.8%[57.5 µM]	0.2%	0.0%	-1.6%	15.8%
Cc1ccc(C(C)C)c(OCc2nnc(SCC(=O)Nc3nccs3)n2C)c1	-6.3%	0.3%	-2.4%	0.2%	7.6%	9.9%	0.8%	-1.0%	-0.4%	0.0%	12.7%
O=c1c2ccccc2nnn1CSc1nc2cc(Cl)ccc2c(=O)n1Cc1ccco1	?	2.9%	-7.1%	-1.7%	1.7%	2.1%	0.6%	-2.2%	2.7%	-0.3%	-0.7%
COc1ccc(CCNC(=O)CC2Nc3ccccc3NC2=O)cc1 (configuration not stated)	3.0%	-1.3%	-5.8%	0.9%	-1.1%	17.6%	-0.1%[57.5 µM]	-8.6%	1.2%	-3.1%	31.6µM*
CC(=O)Oc1cc(OC(C)=O)c2c(=O)cc(-c3ccc(OC(C)=O)c(OC(C)=O)c3)oc2c1	?	-13.6%[25.6 µM]	-10.7%	-4.2%	-1.3%	·	·	-3.0%	0.8%	-0.1%[9.22 µM]	20µM*
CCOC(=O)c1c(C)n(OCc2ccccc2)c2ccc3c(no[n+]3[O-])c12	?	0.0%	0.8%	-1.7%	4.3%	6.0%	-1.1%	-6.2%	0.5%	-1.8%	-0.9%
Cn1c(=O)cc(SCC(=O)NCCN2CCN(c3ccccc3F)CC2)c2cc(Cl)ccc21	19.8%	-14.9%	-3.2%	1.2%	1.7%	48.1%[activator]	1.9%	-2.9%	-0.7%	-1.2%	-12.2%
Cc1nc2ccc(NC(=O)N3CCSCC3)cc2nc1C	?	-7.0%	-4.8%	4.1%	-0.4%	4.8%	·	-4.7%	-1.8%	-1.7%	?
O=C(NCc1ccccc1)c1cc(-c2cccc(O)c2)on1	-7.7%	1.8%	-2.9%	-1.2%	2.9%	·	-0.5%	-1.3%	0.2%	1.2%	3.3%
CCc1ccc2nc(NC3=NCN(CCN4CCOCC4)CN3)nc(C)c2c1	10.2%	4.4%	-10.4%	1.0%	-5.7%	-4.3%	7.4%[57.5 µM]	-3.8%	-0.4%	0.0%	10µM*
COc1ccc(N(CC(=O)N2CCCCC2)S(=O)(=O)c2c(C)nn(C)c2C)cc1	-1.5%	-1.1%	-1.8%	-2.5%	-11.4%	·	-0.1%	-5.2%[2.3 µM]	0.6%	·	-4.5%
Cc1cc(C)c2c(n1)nn1c(NCCCN(C)C)cc(C)nc21	?	-15.3%	-1.5%	-1.7%	-6.7%	-8.9%	4.5%	-2.8%	-3.8%	0.0%	31.6µM*
CCCCCn1c(SCC#N)nc2cc(C(=O)NC3CCCCC3)ccc2c1=O	?	-0.9%	-5.4%	-0.8%	-10.4%	-3.5%	-0.4%	2.4%	0.4%	-1.0%	14.4%

Screening data as filed in PubChem BioAssay.

Not all compounds are listed; the hit share may differ from the screen's.
